# High-throughput results as filed in PubChem.
# HT1080NT lethal = kills 2HG-producing HT-1080-NT fibrosarcoma cells | HT-1080-NT fibrosarcoma viability, CellTiter-Glo ATP luminescence, 48 h | Potency, µM (highest dose often 46.1 µM), for inactives: at the highest dose activity, negative = less viability, usual class: cytotoxic | actives 1.6% (n = 360,000);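 further: NT is the 2HG producing partner of a matched IDH1 knockdown line; potency means the concentration at half of the fitted maximal effect; 0% = DMSO-treated cells and -100% = media-only wells without cells; nearly all actives have a fitted effect of over 55% in size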
#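 Toxicity toward the 2HG-producing NT line was scored as %Activity, normalised to DMSO and no-cell wells, from CellTiter-Glo luminescence after 48 hours' treatment.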
# HT1080 IDH1KD tx = toxicity to HT-1080 IDH1 knockdown cells (counter line); HT-1080 IDH1 knockdown viability, ATP luminescence, 48 h; Potency, µM (titrated, usually from 46.1 µM), for inactives: at the highest dose activity, negative = toxicity, most hits filed as cytotoxic; actives 2% (n = 360,000);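 further: potency means the concentration at half of the fitted maximal effect; 0% = DMSO wells and -100% = cell-free medium wells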
#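 Cytotoxicity counter-line: IDH1KD HT-1080, 48 h, CellTiter-Glo. Curves classed by r2, magnitude and activity.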
# IL-1B inflam inh = inflammasome signaling inhibition, IL-1 beta readout; activity change, % at 57.5 µM; AID 743279; actives 4.7% (n = 360,000); THP-1 LPS/ATP IL-1B secretion, AlphaLISA, 16 h; stronger effect = lower value; in the data active means activity change below about -50%; inconclusive means mostly about -30% to -49%; further: on the % scale 0 is the no-effect control and ±100 the full control effect
#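 THP-1 cells pretreated 1 hr with compounds (up to 57.5 uM final), then stimulated with LPS (250 ng/mL final) plus ATP (1.25 mM final); secreted IL-1B measured by AlphaLISA after 16 hr, decreased signal indicating inhibition.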
# MCF10A rerep = induces DNA re-replication in MCF 10a normal breast cells; MCF 10A DNA re-replication, Hoechst nuclear intensity, 48 h; Potency, µM (highest dose often 46.1 µM), for inactives: at the top dose activity, positive = re-replication, hits mostly activators; actives 2.9% (n = 350,000); AID 624296; further: potency means the concentration at half of the fitted maximal effect; % of control where 0% means no effect; nearly all actives have a fitted effect of over 50% in size
# HepG2 viability = counter-screen for TGF-b inhibitors: cytotoxicity in HepG2 cells | HepG2 CAGA-GFP viability, ATP luminescence, 18 h | Potency, µM (titrated, usually from 46.1 µM), inactives show top-dose activity change, negative = cytotoxicity, hits mostly cytotoxic | actives 0.76% (n = 410,000); further: potency means the concentration at half of the fitted maximal effect; some results filed as inactive show a strong effect at the top dose
#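 CellTiter-Glo luminescence gave cytotoxicity after 18 hours at 37 degrees C. The cells were HepG2 CAGA-GFP in 1% FBS DMEM, stimulated with 500 pg/mL TGF-beta after compound addition. %Activity was normalised to no-cell wells (complete cell-killing) and DMSO (no toxicity), and curves were fitted and classified.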
# ATXN2 expr inh = reduces ATXN2 reporter expression in HEK-293 cells; HEK-293 ATXN2-luciferase reporter, luminescence, 24 h; Potency, µM (top dose mostly 57 µM), inactives show top-dose activity change, negative = inhibition, actives largely listed as inhibitors; actives 0.72% (n = 360,000); AID 1745845; further: potency means the concentration at half of the fitted maximal effect; on the % scale 0 is the no-effect control and ±100 the full control effect; nearly all actives have a fitted effect of over 55% in size
#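 ATXN2-luciferase reporter cells (luciferase flanked by upstream and downstream ATXN2 gene portions) were treated 24 h at 37 °C with compounds at up to 57 uM. SteadyGlo luminescence gave expression; GF-AFC fluorescence gave viability.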
# S2 tox = cell viability loss in ATXN counter-screen | S2 cells (HEK-293 line with an ATXN2-luciferase reporter) viability, CellTiter-Fluor protease fluorescence, 24 h | Potency, µM (highest dose often 56.7 µM), most hits filed as cytotoxic | actives 0.49% (n = 400,000) | AID 651635; further: potency means the concentration at half of the fitted maximal effect; nearly all actives have a fitted effect of over 40% in size
# SW480 rerep = DNA re-replication induction in SW480 cells; AID 624297; actives 1.8% (n = 340,000); Potency, µM (top dose mostly 46.1 µM), without a hit: top-dose re-replication activation, actives largely listed as activators; SW480 DNA re-replication, Hoechst DNA content imaging, 48 h; further: potency means the concentration at half of the fitted maximal effect; % of control where 0% means no effect; nearly all actives have a fitted effect of over 55% in size
#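 DNA re-replication was detected as more nuclei of elevated Hoechst intensity after 48 hr exposure to compound (23 nL pinned per well of 250 cells).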
# KB-3-1 cytotox = KB-3-1 parental cell cytotoxicity; actives 1.4% (n = 400,000); Potency, µM (highest dose often 46.1 µM), for the others: at the highest dose activity change, negative = cytotoxic, usual class: cytotoxic; AID 1347075; KB-3-1 viability, CellTiter-Glo ATP luminescence, 72 h; further: potency means the concentration at half of the fitted maximal effect; on the % scale 0 is the no-effect control and ±100 the full control effect; nearly all actives have a fitted effect of over 60% in size
#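 Cytotoxicity in the drug-sensitive parental line KB-3-1 was scored as loss of CellTiter-Glo luminescence following 72 h incubation with compound. Values come from curve fitting of normalized concentration-response data.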
# * hit, by the source's call; i = inactive; ? = inconclusive; / = no result given; & = joins results of further samples; [ ] = dose if it differs, or a comment. Unless noted, the call rests on the fitted dose curve; in most records, active means well fitted curve in the direction sought with a large enough effect; inconclusive means small, poorly fitted or top-dose-only effect, or another doubt; inactive means no such curve, though single readings can be large; an effect the other way counts as inactive or inconclusive.
nr	canonical_smiles	HT1080NT lethal	HT1080 IDH1KD tx	IL-1B inflam inh	MCF10A rerep	HepG2 viability	ATXN2 expr inh	S2 tox	SW480 rerep	KB-3-1 cytotox
1	O=C(COC(=O)/C=C/c1ccc2ccccc2n1)NNC(=O)c1ccccc1	-8%	-8%	?	/	-38%	/	i	/	-1%
2	CN(C)/C=C/C(=O)c1ccccc1OCc1cnc(Cl)s1	-3%	8%	22	18µM*	4%	/	i	?	6%
3	CC(C)[C@H](NC(=O)c1ccc(Cl)cc1Cl)C(=O)NNc1cccc(C(=O)O)c1	15%	14%	-3	-3%	0%	48%[activator]	?	0%	1%
4	COc1ccc(OC)c(/C=C/C(=O)c2ccc3c(c2)OCCO3)c1	?	?	-101*	21µM*	-80%	/	i	8%	?
5	CC(C)(C)OC(=O)N(CCc1ccccc1)Cc1ccc(OCc2cccc(NC(=O)C3CC3)c2)cc1	2%	0%	?	?	-45%	-10%	i	4%	?
6	Cc1cc(NC(=O)c2cccs2)n(-c2nc3ccccc3[nH]2)n1	?	?	-25	?	-40%	-26%	i	4.6µM*	?
7	O=C(NCc1ccccc1)C(c1ccco1)N(C(=O)c1ccccn1)c1ccc(F)cc1 (configuration not stated)	1%	7%	11	-1%	-9%	-3%	i	2%	-3%
8	COC(=O)c1ccccc1NC(=O)COC(=O)C1CCCCC1	0%	0%	25	-2%	0%	-2%	i	-7%	0%
9	Cc1ccccc1C(=O)NNC1=NCCC1	13%	10%	3	-4%	3%	-2%	i	-9%	4%
10	Cc1ccc(-n2ncc(C(=O)Nc3ccc(Cl)cc3)c2C2CCNCC2)cc1C	21µM*	?	-73*	0%	-20%	?	?	5%	-2%
11	COc1ccc(-c2cccc(N3CCN(c4ccccn4)CC3)n2)cc1OC	5%	6%	29	/	-22%	-21%	i	/	0%
12	COc1cccc(NS(=O)(=O)c2ccc3c(c2)NC(=O)CC(=O)N3)c1	3%	10%	-5	7%	-3%	-3%	i	4%	-10%
13	Cc1ccc(CNC(=O)CCS(=O)(=O)c2cc3c(cc2Cl)NC(=O)CO3)o1	-6%	0%	-5	-5%	2%	7%	i	0%	-2%
14	CCOc1ncccc1C(=O)OCC(=O)Nc1ccc(C(C)C)cc1	3%	0%	3	-3%	-6%	4%	i	-5%	-9%
15	COc1ccc(S(=O)(=O)N(C)C)cc1NC(=O)COC(=O)Cn1cnc2ccccc2c1=O	0%	6%	0	-4%	5%	7%	i	?	2%
16	CC1CCN(c2ccccc2NC(=O)c2ccc(Br)o2)CC1	-15%	?	0	?	-17%	-12%	i	-10%	0%
17	CN1CCN(c2ccc(CNC(=O)c3cccc4c(-c5ccc(F)c(F)c5)coc34)cc2)CC1	?	?	-11	/	-114%	?	?	/	?
18	Cn1c(C(=O)OC(C(=O)NCC2CCCO2)c2cccnc2)cc2sccc21 (configuration not stated)	2%	-10%	-18	?	-10%	/	i	1.3µM*	-6%
19	COc1ccc(-c2nnc(NC(=O)c3cccs3)s2)c(OC)c1	8%	17%	0	-2%	3%	/	i	-9%	0%
20	C[C@H]1CN([C@@H](C)CO)C(=O)c2cccc(NC(=O)c3cnccn3)c2O[C@@H]1CN(C)S(=O)(=O)c1ccc(F)cc1	-2%	-3%	26	3%	21%	-4%	i	?	0%
21	O=C1SCCC1NS(=O)(=O)c1ccccc1[N+](=O)[O-] (configuration not stated)	-3%	-1%	20	-24%	-8%	-2%	i	-15%	?
22	COc1ccc(OC)c(CNC(=O)c2cc(-c3ccc(Cl)s3)nc3ccccc23)c1	/	/	/	/	-13%	-1%	i	/	-2%
23	COc1ccc(C(C(=O)NC(C)(C)C)N(C(=O)CCC(=O)Nc2cc(C)on2)c2c(C)cccc2C)cc1 (configuration not stated)	26%	7%	-8	0%	1%	-20%	i	-82%[inhibitor]	-2%
24	COc1ccccc1/C=C/C(=O)OCC(=O)N1CCN(S(=O)(=O)c2ccc(C)cc2C)CC1	10%	5%	3	5%	10%	-9%	i	-3%	26%
25	CCSc1ccc([C@@H]2[C@H]3C(=O)N(CC)C(=O)[C@H]3[C@]3(C(=O)OC)CCCCN23)cc1	0%	5%	8	-7%	-25%	-18%	i	-8%	2%
26	O=C(Nc1ccc(Cl)c(Cl)c1)N1N=CCC1c1ccccc1 (configuration not stated)	-27%	?	-64*	2%	2%	-16%[11.3 µM]	i	2%	-2%
27	COc1cc(/C=N\NC(=O)c2ccc(-c3ccccc3)cc2)ccc1OCC(N)=O	?	?	i	?	-23%	-32%	?	-20%	-1%
28	COc1cc(NC(=O)c2ccc(F)cc2)c(OC)cc1NC(=O)CN1CCOCC1	11%	12%	?	7%	-3%	-18%	i	0%	10%
29	COc1ccccc1NS(=O)(=O)c1ccc(C)c(C(=O)NCC2CCCO2)c1 (configuration not stated)	7%	-8%	5	-189%[0.0737 µM]	-16%	4%	i	-14%	-2%
30	Cc1ccc2nc3n(c(=O)c2c1)-c1cc2ccccc2cc1C(=O)NC3Cc1ccccc1 (configuration not stated)	?	15µM*	8	/	4%	-12%	?	/	?
31	Cc1ccc(CN2CCC[C@]3(N[C@H](c4ccc(C(F)(F)F)cc4)[C@@H]4C(=O)N(C)C(=O)[C@@H]43)C2=O)cc1	-1%	-3%	5	/	-2%	2%	i	/	-1%
32	COC(=O)c1sccc1NC(=O)CSc1ccccc1NS(=O)(=O)c1ccccc1Cl	-21%	-24%	15	24%	-12%	-5%	i	11%	-21%
33	Cc1ccc(-c2nc3ccccc3[nH]2)cc1NC(=O)c1ccc2c(c1)OCO2	-7%	-12%	-17	-8%	-31%	2%	i	9%	-3%
34	COc1cccc(CNc2nc3cc(-c4ccc(C)cc4)sc3c(=O)n2C)c1OC	-1%	?	85	/	-1%	-2%	i	/	?
35	Cc1ccc(S(=O)(=O)N(C)C)cc1NC(=O)COC(=O)/C=C/c1ccc(F)cc1	3%	6%	0	0%	3%	10%	i	-4%	6%
36	COc1cc(/C=C2\CCC(C)C3=C(c4cc(OC)c(OC)c(OC)c4)C(C#N)=C(N)OC32)cc(OC)c1OC (configuration not stated)	-19%	?	-16	8.2µM*	-5%	?	?	?	?
37	COc1cc(C(=O)Nc2ccc(OCC(=O)O)cc2)cc(OC)c1OC	11%	6%	0	-3%	-28%	-2%	?	0%	-1%
38	O=C(O)c1cccc(-n2cccc2/C=C/[N+](=O)[O-])c1	13%	10%	48	-3%	6%	/	i	-4%	1%
39	Cc1cc(C)c(-c2csc(NC(=O)c3cc([N+](=O)[O-])ccc3N3CCOCC3)n2)c(C)c1	-22%	-7%	48	14%	18%	-10%[11.3 µM]	i	13%	-17%
40	CCOC(=O)c1cc2c(OC)ccc(OC)c2n1CC(=O)c1ccccc1	-1%	1%	19	23µM*	-17%	/	i	?	0%

# Whole records, looked up by structure. Screens in order: HT1080NT lethal, HT1080 IDH1KD tx, IL-1B inflam inh, MCF10A rerep, HepG2 viability, ATXN2 expr inh, S2 tox, SW480 rerep, KB-3-1 cytotox
# COc1cc(/C=C2\CCC(C)C3=C(c4cc(OC)c(OC)c(OC)c4)C(C#N)=C(N)OC32)cc(OC)c1OC (configuration not stated) in the list: -19%, ?, -16, 8.2µM*, -5%, ?, ?, ?, ?
# Cc1ccc(CN2CCC[C@]3(N[C@H](c4ccc(C(F)(F)F)cc4)[C@@H]4C(=O)N(C)C(=O)[C@@H]43)C2=O)cc1 in the list: -1%, -3%, 5, /, -2%, 2%, i, /, -1%

# (continued)
nr	canonical_smiles	HT1080NT lethal	HT1080 IDH1KD tx	IL-1B inflam inh	MCF10A rerep	HepG2 viability	ATXN2 expr inh	S2 tox	SW480 rerep	KB-3-1 cytotox
41	CNC(=O)COC(=O)[C@@H](Nc1ccc(S(=O)(=O)N2CCOCC2)cc1[N+](=O)[O-])C(C)C	8%	0%	27	2%	-5%	-9%	i	-4%	7%
42	CCCc1ccc2oc(C(=O)N3CCN(CC(=O)NC(C)C)CC3)c(C)c2c1	-5%	-7%	-17	?	-1%	-15%	i	-37%[inhibitor]	4%
43	Clc1ccsc1-c1csc(-c2cccnc2)n1	?	?	13	26%	1%	28%	i	?	21µM*
44	O=C(NCc1nc2ccccc2[nH]1)C1=C[C@H](C2CCCCC2)C[C@H](OCc2ccc(CO)cc2)O1	?	?	-13	?	-40%	?	?	?	?
45	O=C1CC(c2ccccc2)CN1C(=O)c1ccccc1 (configuration not stated)	27%	18%	7	2%	7%	1%	i	0%	-9%
46	O=C(O)CCn1c2c(c3ccccc31)C[C@H](NS(=O)(=O)c1ccc(F)cc1)CC2	/	/	/	8%	/	6%&4%	i	7%	/
47	COc1ccc(N(CC(=O)NC2CCCCC2)C(=O)CNC(=O)c2cccs2)cc1OC	0%	-1%	-13	-1%	-3%	5%	i	-6%	10%
48	O=C(CSCc1ccc(C(=O)O)cc1)Nc1ccc2ccccc2c1	-6%	-2%	11	2%	-6%	-11%	i	0%	4%
49	O=S(=O)(c1cnccc1N1CCN(/N=C/c2ccc(Cl)cc2)CC1)N1CCCCC1	15%	10%	12	0%	1%	-24%	?	-4%	-2%
50	Nc1c(Br)cc(Br)c2c1-c1ccc([N+](=O)[O-])cc1C2	2%	-26%	2	4%	-20%	-1%	i	5%	-6%
51	CC(C)CCN1CCN(Cc2nc(-c3ccc(F)cc3)cs2)CC1CCO (configuration not stated)	0%	-1%	10	12%	-1%	-18%	i	-1%	3%
52	O=C(ON=C1CCN(S(=O)(=O)c2ccccc2)CC1)c1ccc(Cl)cc1	8%	15%	-10	10%	7%	-8%	i	-10%	10%
53	O=C(NCCC(=O)N1CCC2(CC1)NCCc1[nH]cnc12)c1cccc(Br)c1	15%	2%	-2	8%	1%	-5%	i	-2%	25%
54	COc1ccc(OC)c(-c2nnc(SCC(=O)NC3CCCCC3)o2)c1	-4%	-4%	-2	2%	-10%	1%	i	-4%	2%
55	Cc1ccc(-c2noc(CN(C(=O)c3ccc(C(C)(C)C)cc3)C(C)C)n2)cc1	/	/	/	/	-8%	-36%	i	/	3%
56	CCC(C(=O)NC(C)(C)C)n1c(-c2ccc(C)cc2)nc2ccccc21 (configuration not stated)	18%	-1%	1	/	/	/	/	/	3%
